# F508del corr – CFTR F508del correction in bronchial cells; CFBE cells, YFP halide quenching; stimulated with forskolin plus potentiator P3; % fluorescence drop versus neutral controls; activity (quench increase), % at 7.58 µM; 350,000 tested, 0.36% active;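 active = mean added fluorescence quench of at least 8% versus neutral control, with both replicates also reaching 8%; inconclusive = only one of the mean or replicate conditions met; inactive = mean below 8% and not both replicates reaching 8%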;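 also: cells transiently co-express mutant CFTR-F508del with the halide-sensitive YFP; corrector assay measuring rescue of mutant channel to the surface after 24 h compound exposure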
# PAX8 reporter – PAX8 transcriptional activity inhibition; RMG-I TPO-luciferase reporter, SteadyGlo, 24 h; inhibition, % at 12.6 µM; 360,000 tested, 1.2% active;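 active = mean replicate inhibition at least 60% with every replicate also reaching 60%; inconclusive = only one of the two criteria is met; inactive = mean below 60% and not all replicates reaching 60%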;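 also: luciferase light reporting Pax8 driven TPO promoter activity; plate controls were median of neutral control wells for no effect and mitoxantrone controls for full effect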
# DENV2 CPE rescue – inhibitors of DENV2 cytopathic effect; 350,000 tested, 1.7% active; CPE inhibition, % at 9.99 µM; DENV2-infected cells, cytopathic effect rescue, plate reader; in the data active = CPE inhibition above about 20%, passing the limit was not always enough; inconclusive = no clear call, values can overlap the other calls; tested in BHK-21 cells;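 also: 0% = median of neutral control wells and 100% = median of positive control wells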
# miR122 inh – blocks miR-122 activity in Huh7 sensor cells | Huh7 miR-122 Renilla luciferase sensor, 48 h; neutral wells = 0, positive control = 100 | activation (reporter increase), % at 12.5 µM | 340,000 tested, 0.3% active | AID 602342;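 active = mean replicate activation score at least 90 and every replicate individually at or above 90; inconclusive = only one of the two criteria met; inactive = neither criterion met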;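 also: higher luciferase means less miR-122 activity so hits act as miR-122 inhibitors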
# FN deposition inh – fibronectin deposition inhibition; inhibition, % at 12.6 µM; 350,000 tested, 0.086% active; AID 743247; AH1F fibroblasts, Alexa488-fibronectin deposition fluorescence, overnight;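 active = mean inhibition across replicates of 30% or more, regardless of how many single replicates reach that level; inconclusive = mean under 30% yet at least half of replicates reach 30%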;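 also: positive control wells lacked labelled fibronectin entirely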
#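 Material: AH1F fibroblasts assembling fluorescent fibronectin matrix; amount: 10000 AH1F cells/well; medium: DMEM, 2% serum; reagent: Alexa488-fibronectin, 24 nM final in well; dosing: single compound dose, delivered by pin transfer; incubation: 1 h adhesion, overnight exposure; detection: fluorescence after three HBSS washes, excitation 485 nm, emission 525 nm; measure: fibronectin deposition inhibition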
# INS-1E GSIS act – primary screen for activators of insulin secretion dependent on glucose, INS-1E cells, GLuc reporter luminescence | INS-1E GLuc reporter insulin secretion, 2-3 h | activation, % at 16.6 µM | 370,000 tested, 0.61% active | AID 743287;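 active = lowest replicate activation of at least 40%, so every replicate reaches that level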;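 also: 0% = median of neutral control wells and 100% = median of IBMX positive control wells; some compounds called inactive have numbers as strong as hits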
# EWS-Fli block – inhibitors of EWS/Fli oncoprotein transcriptional activity; inhibition, % at 12.6 µM; A673 NR0B1-luciferase reporter, viability-normalised; 350,000 tested, 0.67% active;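 active = mean inhibition of at least 50% after viability correction, with every replicate also passing that limit; inconclusive = mean reaches 50% but only one of two replicates passes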;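 also: firefly luciferase signal divided by Alamar Blue viability fluorescence both relative to DMSO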
# An asterisk follows results filed as active; ? = inconclusive; . = not tested or not shown; & = joins results of further samples; [ ] = dose if it differs, or a comment.
Structure,miR122 inh,PAX8 reporter,INS-1E GSIS act,FN deposition inh,DENV2 CPE rescue,EWS-Fli block,F508del corr
COc1ccc(C2=Nc3ccccc3N(C(=O)Cc3cc(OC)cc(OC)c3)C2C(=O)NC(C)(C)C)cc1 (configuration not stated),.,0,-15,5,-2,-63,2.7
C/C(=N/NC(=O)c1ccn(C)n1)c1ccncc1,6,8,36,5,-6,-12,3.0
CCCN(C)C[C@H]1OCCCC[C@H](C)Oc2ccc(NC(=O)Nc3ccc(C(F)(F)F)cc3)cc2C(=O)N([C@@H](C)CO)C[C@H]1C,1[16.7 µM],54,14,.,1,1,0.2
COc1ccc(NC(=O)Nc2ccc3c(c2)C(=O)N([C@H](C)CO)C[C@@H](C)[C@@H](CN(C)S(=O)(=O)c2cccs2)OCCCC[C@@H](C)O3)cc1,.,2,4,.,-7,6,-1.0
CN(C)Cc1ncccc1Oc1nc2cc(-c3cccc(Cl)c3)sc2c(=O)n1C,-6,-4,-20,6,4,-5,3.0
Nc1cc(-c2nc3ncccc3o2)ccc1Cl,5,.,-7,.,1,-65,1.1
N=c1cc(C2(O)CCCCC2)n2c(nc3ccccc32)s1,-5,-42,.,-3,.,.,.
COc1ccc(-c2cn(CC[C@H]3CC[C@H](NC(=O)NC(C)C)[C@@H](CO)O3)nn2)cc1,.,5,-7,-9,-4,0,2.1
O=C(NC[C@@H]1CCCO1)c1cccc2c1C(=O)c1ccc(N3CCOCC3)cc1S2(=O)=O,-3,-3,-2,-10,4,-2,0.7
O=S(=O)([N-]c1nc2ccccc2nc1-n1cc[n+](Cc2ccccc2)c1)c1ccc(Cl)cc1,26,8,21,-3,-3,21,-0.6
C[C@@H]1CN([C@H](C)CO)C(=O)c2c(c3ccccc3n2C)-c2ccccc2CO[C@H]1CN(C)Cc1ccc(C(F)(F)F)cc1,-4,42,-7&-14,-11&1,-5,11,3.3
CCC1CCCCN1CCCNC(=O)c1ccc2c(c1)N(Cc1ccc(F)cc1)C(=O)c1ccccc1S2=O (configuration not stated),-4,35,-11,12,0,30,2.7
COc1ccccc1NC(=O)CSc1nnc(-c2ccccn2)o1,4,-66,13,1,-1,-53,-1.5
O=C1CN(C(=O)c2ccccc2F)C(c2ccc(F)cc2)c2cc(F)ccc2N1 (configuration not stated),.,15,-5,-12,-2,4,1.7
Cc1c(NC(=O)COC(=O)Cn2cc(C(F)(F)F)ccc2=O)cccc1[N+](=O)[O-],-1,-8,0,-4,-7,7,-1.3
C[C@@H](CN1C2=NC[C@H](Cc3ccc(O)cc3)N2C[C@H]1Cc1ccc(O)cc1)NC(=O)CCC1CCCCC1,3,-10,1,2,-13,-7,2.1
Cc1ccccc1NC(=O)CSc1nc2ccccc2c(=O)n1CC1CCCO1 (configuration not stated),30,15,5,1,1,7,-1.0
CCOc1ccccc1-n1c(SCC(=O)Nc2nccs2)nnc1-c1ccoc1C,-1,14,8,-4,.,.,.
O=C(c1ccccc1Cl)N1CCC(n2cccc2)CC1,.,-7,-2,-2,-1,7,-1.2
CN(C)CCSc1nnc2[nH]c3ccccc3c2n1,.,8,11,-4,.,.,.

# Another view of part of the listing above.
# Every second line gives: miR122 inh	PAX8 reporter	INS-1E GSIS act	FN deposition inh	DENV2 CPE rescue	EWS-Fli block	F508del corr
N=c1cc(C2(O)CCCCC2)n2c(nc3ccccc32)s1
 : -5	-42	.	-3	.	.	.
COc1ccc(-c2cn(CC[C@H]3CC[C@H](NC(=O)NC(C)C)[C@@H](CO)O3)nn2)cc1
 : .	5	-7	-9	-4	0	2.1
O=C(NC[C@@H]1CCCO1)c1cccc2c1C(=O)c1ccc(N3CCOCC3)cc1S2(=O)=O
 : -3	-3	-2	-10	4	-2	0.7

# Next section
Structure,miR122 inh,PAX8 reporter,INS-1E GSIS act,FN deposition inh,DENV2 CPE rescue,EWS-Fli block,F508del corr
CC(C)N1CCN(Cc2ccc(OCc3ccccc3)cc2)CC1CCO (configuration not stated),2,6,-6,-1,13,2,-1.8
Cc1ccc([C@H]2N[C@]3(CCCN(Cc4ccco4)C3=O)[C@H]3C(=O)N(Cc4ccccc4)C(=O)[C@@H]23)cc1,-6,-2,.,-1,-2,1,3.0
COc1ccc2c3c([nH]c2c1)[C@H](CO)N(S(C)(=O)=O)CC31CCN(C(=O)Cc2cccnc2)CC1,.,0,19,.,-3,-9,0.4
O=C(c1cc(-c2cccnc2)nc2ccccc12)N1CCCc2ccccc21,23,-9,10,19,.,.,.
Cc1ccc(CNC(=O)C2CCCN(S(=O)(=O)N3CCC(C)CC3)C2)cc1 (configuration not stated),2,2,3,6,4,.,2.3
Cc1ccc(S(=O)(=O)Nc2ccc3c(c2)CC(=O)N([C@H](C)CO)C[C@H](C)[C@@H](CN(C)Cc2ccc(C(=O)O)cc2)O3)cc1,.,-11,10,.,9,.,-0.3
COc1ccc(Cl)cc1NC(=O)COC(=O)c1ccc(Br)o1,.,-1,13,5,?,-6,1.9
O=C(O)Cc1ccc(NC(=O)Nc2ccc(Br)cc2)cc1,.,-1,1,9,3,1,-1.8
COc1cccc(CNC(=O)c2cc(C3CC3)nc3c2cnn3C(C)C)c1,16,-1,-30,2,5,12,-1.0
O=C(C[C@H]1CC[C@@H]2[C@H](COC[C@@H](O)CN2Cc2cccc(Cl)c2)O1)N1CCOCC1,-9[16.7 µM],-10,-4,-1,-12,-24,2.6
Cc1[nH]nc2c1C(c1ccc(Br)cc1)N(c1ccccc1)C2=O (configuration not stated),.,-25,-29,0,-8,-18,-1.5
COC(=O)CCCC1=CC2=C(c3ccccc3)C(=O)C(C)(OC(=O)C3CCCC3)C(=O)C2=CN1C1CC1 (configuration not stated),.,3,-7,15,4,5,-3.3
O=C1NCCn2ccc(=O)cc21,.,9,20,3,0,6,1.3
CC(C)C[C@@H]1COc2cccc(N3CCCCC3)c2S(=O)(=O)N1,.,-11,7,-7,16,16,4.4
COc1ccc(-n2nnnc2SCC(=O)Nc2ccccc2F)cc1,2,-13,-6,-1,0,-2,-2.1
COc1ccccc1-c1c(C)nn2c(N)c(-c3ccccc3)cnc12,-5,-18,-19,-1,-1,-28,-1.5
COc1ccc2nc(SC(C)C(=O)NC3CCCC3)[nH]c2c1 (configuration not stated),.,0,11,3,64*,3,0.4
O=C(O)CCC1(C(=O)O)CCC(=O)c2ccccc21 (configuration not stated),1,7,8,.,1,9,4.8
O=C(Nc1cccs1)Nc1c(F)c(F)cc(F)c1F,-1,1,.,2,?,8,0.5
CCC(=O)N1c2ccc(S(=O)(=O)N3CCOCC3)cc2CC1C (configuration not stated),.,-11,25,-1,16,-1,-0.4
CCCCOCCCNC(=O)N[C@H](C(=O)OC)C(C)CC (some centres not stated),.,2,0,-4,1,-1,-0.7
Cc1cc(C)cc(OCC(=O)OCC(=O)c2ccc3c(c2)NC(=O)CO3)c1,-10,9,.,-4,.,.,.
COC(=O)[C@@H]1[C@@H](CO)[C@@H]2Cn3c(ccc(-c4ccccc4OC)c3=O)[C@@H]2N1C(=O)c1cccnc1,-1[16.7 µM],-3,0,.,12,1,-3.2
COCC(=O)N(C)C[C@@H]1Oc2cc(Br)ccc2S(=O)(=O)N([C@H](C)CO)C[C@H]1C,-5,-2,14&17,7&7,-2&7,3&-1,2.4&-0.2
CCN(CC)c1c(C)nc2ccc(C(=O)Nc3cc(-c4ccccc4)ccc3OC)cn12,-4,35,-6,1,18,10,3.6
C[C@@H]1CN([C@H](C)CO)C(=O)Cc2cc(NS(=O)(=O)c3cn(C)cn3)ccc2O[C@@H]1CN(C)S(=O)(=O)c1cccs1,7[16.7 µM],-9,48,-4,15,-15,0.2
CCOc1ccc(NC(=O)Nc2ccc3c(c2)nnn3C)cc1,3,.,-14,.,-2,-18,-2.2
CCc1ccc(NC(=O)CN(CC(=O)Nc2ccc(CC)cc2)CC(C)O)cc1 (configuration not stated),-1,7,-7,-2,19,18,-0.7
O=C(COC(=O)Cc1ccc(Cl)cc1)NC1CCCC1,.,-11,22,-39,1,2,-2.3
O=C(C(c1ccccc1)c1ccccc1)N(Cc1ccco1)C1CCS(=O)(=O)C1 (configuration not stated),2,-3,1,13,.,.,.
C/C(=N\NC(=O)C1CC1)c1ccc(C)c(C)c1,11,0,30,2,-1,.,-1.6
COc1ccc(CN(C)C[C@H]2OCCCC[C@@H](C)Oc3ccc(NS(=O)(=O)c4ccc(Cl)cc4)cc3C(=O)N([C@H](C)CO)C[C@@H]2C)cc1,8[16.7 µM],-21,-28,6,?,4,-0.9
O=C(COC(=O)C1CCCCC1)Nc1ccccc1OC(F)F,.,11,10,-1,0,-4,-1.1
CO[C@H]1CN(C)C(=O)c2ccc(NC(=O)C3CCC3)cc2OC[C@@H](C)N(C(=O)CN(C)C)C[C@@H]1C,14[16.7 µM],0,12,.,.,-3,-0.8
Cc1ccccc1OCC(=O)NCC(=O)N/N=C/c1ccc(Br)o1,-10,-38,-3,-14,.,.,.
CN(C)CC#Cc1ccc([C@H]2[C@@H](CO)N3CCCCN(S(=O)(=O)c4ccccc4F)C[C@H]23)cc1,-3[16.7 µM],-17,16,.,15,9,1.5
C=CCNC(=S)/N=c1\sccn1C,2,10,.,5,.,.,.
CCOc1ccc(NC(=O)CSc2nc3[nH]ncc3c(=O)n2-c2ccccc2OC)cc1,-6,-14,-6,-8,.,.,.
C[C@@H]1CCCCO[C@@H](CN(C)C(=O)c2ccccc2)[C@@H](C)CN([C@@H](C)CO)C(=O)c2cc(NC(=O)Nc3ccc(F)cc3)ccc2O1,-11[16.7 µM],-8,-5,.,-1,0,-3.1
CCOC(=O)C1CCN(C(=O)CCCn2c(=O)c3cccn3c3cccnc32)CC1,-3,-2,9,-2,2,-2,1.7
Cc1ccc(C(=O)NCC(=O)Nc2ncccc2C)s1,-2,.,10,0,-3,-1,-0.5
CN(C)C(=O)COC(=O)c1ccc(S(=O)(=O)NCc2ccco2)cc1,0,-10,9,0,-1,7,1.0
CC(=O)Nc1ccc(OCc2cccc([N+](=O)[O-])c2)cc1,.,-79,1,-15,5,22,.
O=C1Nc2ccccc2/C1=C/c1ccccc1Cl,13,13,7,-5,-7,-11,-1.1
O=C1N/C(=C/c2ccc(N3CCOCC3)o2)C(=O)N1c1ccccc1,20,-5,-37,1,-2,.,.
C[C@@H]1CN([C@H](C)CO)C(=O)c2cc(NC(=O)c3ccncc3)ccc2O[C@@H](C)CCCCO[C@H]1CN(C)Cc1ccccc1,-5[16.7 µM],-16,7,-1,1,.,0.6
CSc1ncccc1C(=O)Nc1nc(C(C)(C)C)cs1,1,-44,-17,-4,10,-45,0.2
CCN1C(=O)C(CC(=O)Nc2ccc(F)cc2)N(Cc2ccc3c(c2)OCO3)C1=S (configuration not stated),.,-2,.,2,7,7,0.8
COc1ccc(NC(=O)N(C)C[C@H]2Oc3c(NC(=O)NC(C)C)cccc3C(=O)N([C@H](C)CO)C[C@H]2C)cc1,-16[16.7 µM],-16,19,.,4,-7,-2.0
COc1ccc(-c2cc(C(=O)NCCCn3ccnc3)no2)cc1,-2,26,-5,7,-5,-10,-4.4
CN1C(=O)c2ccc(NC(=O)CCS(=O)(=O)c3ccccc3)cc2C1=O,.,8,-1,.,0,4,-2.7
C[C@H]1CN([C@@H](C)CO)S(=O)(=O)c2ccc(-c3cncnc3)cc2O[C@@H]1CN(C)C(=O)Cc1ccncc1,5[16.7 µM],-17,29,.,10,-24,3.0
